Assay outcomes as filed in PubChem BioAssay.
HRas wt GTP bind = human HRas wildtype GTP binding, change in either direction; P01112; GST-Ras wt beads, Bodipy-FL-GTP binding, flow cytometry; actives lie on both sides; GTP binding activity, % at 10 µM; hit rate 0.14% among 190,000;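 active = GTP binding activity at least 20% away from the 100% baseline, either lowered as inhibitor or raised as activator; inconclusive = flagged as likely green fluorescent, judged across all proteins in the well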;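 note: 0% = unlabeled GTP competition control and 100% = no-compound control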
Rac1 wt modul = modulators of human Rac1 wildtype GTP binding; P63000; GST-Rac1 beads, fluorescent GTP binding, flow cytometry; actives lie on both sides; 0 = cold GTP competed, 100 = untreated; GTP binding activity (% of control), % at 10 µM; hit rate 0.27% among 190,000;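 active = GTP binding activity at least 20 points away from the 100% control level, either lower or higher; inconclusive = compound flagged as likely green fluorescent, judged across all proteins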
Rac1 mut GTP = human Rac1 activated mutant GTP binding change; P63000; GST-Rac1 activated beads, fluorescent GTP binding, flow cytometry; actives lie on both sides; 100% means binding = to untreated wells; percent activity (GTP binding), % at 10 µM; hit rate 0.11% among 190,000;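 active = GTP binding at least 20 percentage points away from the 100% baseline, in either direction, so actives lie on both sides; inconclusive = Compound likely fluorescent itself, or too few beads counted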
ABCG2 block = blocks JC-1 efflux by human ABCG2 transporter. IgMXP3 cells, flow cytometry. hit rate 0.1% among 190,000. inhibition, % at 6.6 µM. Q9UNQ0;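 active = inhibition above 80%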;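 note: 0% = DMSO and 100% = nicardipine control wells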
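material = IgMXP3 (ABCG2) plus far-red-tagged CCRF-Adr (ABCB1) cells | amount = 3 million cells/mL, equal mix of both lines | also added = JC-1 transporter substrate | dosing = one concentration, 6.6 µM final | schedule = 10 min at 25 °C | measured by = flow cytometric JC-1 green MFI at 530 nm | read-out basis = percent efflux inhibition, scaled nicardipine 100% to DMSO 0%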
Mcl1 Noxa PPI = disrupts binding of human Mcl-1 to Noxa peptide; hit rate 1.5% among 220,000; TR-FRET Mcl-1/Noxa peptide binding, 2 h; inhibition, % at 21.7 µM; Q07820;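 active = compounds that cut the protein-peptide binding signal by more than 50% relative to plate controls in a single-dose test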;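 note: His-tagged Mcl-1 with rhodamine Noxa BH3 peptide and terbium anti-His antibody; 0% = Mcl-1 plus Noxa peptide wells and 100% = peptide-only wells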
Cdc42 wt = changes GTP binding to wildtype human Cdc42 | AID 761 | GST-Cdc42 beads, Bodipy-GTP binding, flow cytometry; actives lie on both sides | percent activity (GTP binding), % at 10 µM | hit rate 0.2% among 190,000;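 active = percent activity GTP binding at least 20 points away from the 100% baseline, either down as inhibitor or up as activator; inconclusive = compound flagged as likely green fluorescent from well-wide comparison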;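 note: median bead fluorescence of bound Bodipy-FL-GTP at 100 nM; 0% = excess unlabeled GTP control and 100% = no compound control; below 100% means less GTP binding so inhibitor and above means activator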
Avidin bead fluor = compound fluoresces at 488/530 nm on avidin beads; compound fluorescence 488/530 nm, flow cytometry; active compounds read high; fluorescence (KMESF) at 10 µM; hit rate 0.38% among 220,000; in the data active = fluorescence above about 47; note: inactives centre near 10
ABCB1 block = inhibitors of human ABCB1 transporter, ABCG2 counter-screen; hit rate 0.067% among 190,000; inhibition, % at 6.6 µM; CCRF-Adr cells, JC-1 efflux, flow cytometry; AID 1326; P08183; in the data active = inhibition above about 40%;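 note: 0% = vehicle and 100% = reference inhibitor; higher value means more JC-1 retained so stronger ABCB1 efflux block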
Target sequence (P08183 whole entry, looked up): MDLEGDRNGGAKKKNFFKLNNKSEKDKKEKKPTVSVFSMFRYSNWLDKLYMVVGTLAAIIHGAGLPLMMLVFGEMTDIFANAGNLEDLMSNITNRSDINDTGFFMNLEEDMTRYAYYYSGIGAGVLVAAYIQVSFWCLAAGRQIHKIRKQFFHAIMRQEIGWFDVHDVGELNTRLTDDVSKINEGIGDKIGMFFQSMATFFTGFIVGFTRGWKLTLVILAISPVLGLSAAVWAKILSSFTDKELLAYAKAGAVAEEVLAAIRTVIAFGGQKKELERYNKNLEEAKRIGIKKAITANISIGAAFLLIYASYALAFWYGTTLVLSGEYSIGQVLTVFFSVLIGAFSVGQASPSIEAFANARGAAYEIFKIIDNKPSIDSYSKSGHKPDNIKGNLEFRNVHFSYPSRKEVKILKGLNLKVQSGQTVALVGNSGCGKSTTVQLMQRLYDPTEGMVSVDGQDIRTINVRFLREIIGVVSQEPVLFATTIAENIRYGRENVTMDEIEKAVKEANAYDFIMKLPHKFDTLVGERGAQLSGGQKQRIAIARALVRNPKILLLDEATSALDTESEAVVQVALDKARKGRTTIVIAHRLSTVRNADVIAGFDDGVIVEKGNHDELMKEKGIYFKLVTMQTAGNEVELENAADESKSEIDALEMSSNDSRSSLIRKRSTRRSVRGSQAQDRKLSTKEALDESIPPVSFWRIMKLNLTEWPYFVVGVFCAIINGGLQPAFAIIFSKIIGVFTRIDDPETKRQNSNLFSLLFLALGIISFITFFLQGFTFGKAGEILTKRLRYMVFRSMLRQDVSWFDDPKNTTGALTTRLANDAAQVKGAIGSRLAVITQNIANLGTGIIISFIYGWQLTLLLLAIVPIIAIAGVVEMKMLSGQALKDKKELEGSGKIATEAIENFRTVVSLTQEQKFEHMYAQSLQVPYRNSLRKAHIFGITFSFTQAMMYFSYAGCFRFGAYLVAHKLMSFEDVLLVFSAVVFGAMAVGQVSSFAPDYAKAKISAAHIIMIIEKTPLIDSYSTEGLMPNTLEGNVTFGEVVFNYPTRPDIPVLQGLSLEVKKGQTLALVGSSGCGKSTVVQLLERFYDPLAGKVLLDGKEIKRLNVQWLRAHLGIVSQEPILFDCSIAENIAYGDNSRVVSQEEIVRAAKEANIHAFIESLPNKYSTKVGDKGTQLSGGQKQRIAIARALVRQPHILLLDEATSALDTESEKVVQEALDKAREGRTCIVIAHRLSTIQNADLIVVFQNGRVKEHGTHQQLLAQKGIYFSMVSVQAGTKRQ
Rab2 wt GTP = changes GTP binding to wildtype dog Rab2A, up or down; P61105; GST-Rab2 wt beads, Bodipy-GTP binding, flow cytometry; GTP binding activity, % at 10 µM; hit rate 0.19% among 190,000; AID 760;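 active = GTP binding activity at least 20 points away from 100%, either lowered or raised; inconclusive = signal likely due to the compound's own green fluorescence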;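 note: 0% = beads with excess unlabeled GTP and 100% = no-compound control corrected for plate trend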
Pf gamet viab = inhibitors of late stage P. falciparum gametocyte viability; P. falciparum stage V gametocytes, ATP luminescence, 24 h; inhibition, % at 10.9 µM; hit rate 0.065% among 150,000; AID 743093;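 active = inhibition above the mean plus 3 SD of compounds within the control limits, set per campaign, cut at about 38% in these data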;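 note: 0% = DMSO wells and 100% = medium only without gametocytes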
Rab7 wt modul = dog Rab7 wildtype GTP binding, inhibitors and activators; AID 758; hit rate 0.055% among 190,000; GTP binding activity (percent of control), % at 10 µM; GST-Rab7 beads, fluorescent GTP binding, flow cytometry; actives lie on both sides; untreated = 100%, excess cold GTP = 0%;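 active = fluorescent GTP binding to Rab7 beads changed by at least 20 points from the 100% baseline, either direction, mostly lower; inconclusive = compound itself probably fluorescent, or too few beads counted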;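 note: median green fluorescence of bound Bodipy-FL-GTP per Rab7 bead population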
* = called active by the depositor; ? = inconclusive; . = not tested or not shown.

SMILES	HRas wt GTP bind	Rac1 wt modul	Rac1 mut GTP	ABCG2 block	Mcl1 Noxa PPI	Cdc42 wt	Avidin bead fluor	ABCB1 block	Rab2 wt GTP	Pf gamet viab	Rab7 wt modul
CC(NC(=O)NC1CCCCC1)C(c1cccs1)N1CCN(c2ccccc2)CC1 (stereo not given)	102	108	98	-1	-7	102	8	0.1	104	.	100
COc1ccc(-n2c(=O)cc(N3CCN(c4ccccc4OC)CC3)[nH]c2=O)cc1	99	102	95	-1	-16	100	11	-0.3	98	0	97
CCOC(=O)C1(Cc2ccccc2)CCCN(Cc2ccc(OCC)c(CO)c2)C1 (stereo not given)	97	101	98	0	12	96	12	0.2	99	-15	99
CCCc1nnc(NC(=O)CCC(=O)NCCc2ccc(OC)c(OC)c2)s1	100	104	101	-3	-16	101	6	-0.8	102	-25	98
Cc1ccc(CNC(=O)CSc2nc(N3CCCCC3)nc(N3CCCCC3)n2)cc1	98	101	97	40	25	98	11	7.2	96	14	97
COc1ccc(Nc2nc(CC(C)=O)ns2)cc1	99	108	101	0	3	100	7	-0.1	98	.	99
COc1cc(CNCc2cccs2)ccc1OCc1ccccc1	?	?	?	4	36	?	11	1.8	?	.	?
O=C(CCCn1c(=O)[nH]c2ccsc2c1=O)N1CCCCC1	99	96	92	15	14	97	12	2.1	95	-9	98
Cc1sc(NC(=O)CN(Cc2ccccc2)C(=O)C2CC2)c(C(N)=O)c1C	98	104	98	1	-8	98	10	0.2	96	-22	99
C=CCN1C(=O)/C(=C2\SC(N3CCOCC3)=NC2=O)c2cc(Br)ccc21	92	92	94	9	7	89	23	2.5	92	.	93
O=C(NCc1ccccc1Cl)c1ccc(Br)o1	99	100	92	5	-6	88	9	1.1	107	5	100
N#C/C(=C\c1cn[nH]c1-c1ccccc1Br)C(=O)O	94	97	96	0	10	97	10	0.5	97	20	97
COc1ccc(CCNC(=O)COC(=O)c2ccc[nH]c2=O)cc1	103	109	99	4	1	103	9	1.0	102	16	105
O=C(c1ccco1)N(Cc1ccc([N+](=O)[O-])cc1)c1ccc(Br)cc1	93	89	90	6	.	95	9	1.2	86	.	92
Cc1cc(=O)oc2cc(Oc3ncccn3)ccc12	102	106	99	2	8	105	14	0.6	104	-8	104
COc1cc2[nH]c(=S)n(Cc3ccc(F)cc3)c(=O)c2cc1OC	99	99	95	3	5	98	22	0.4	99	6	105
Cc1cccc(CN2CCN(C(c3ccccc3)c3ccc(Cl)cc3)CC2)c1 (stereo not given)	102	106	100	0	32	105	13	0.8	101	.	98
COC(=O)NNC(=O)CCCOc1ccc(Cl)cc1Cl	98	100	95	0	17	97	14	0.1	95	10	96
CCNC(=S)N1CCN(S(=O)(=O)c2cccc(C(F)(F)F)c2)CC1	104	105	103	0	5	104	10	0.0	102	.	99
CC(C)(C)Cc1nnc(NS(=O)(=O)c2ccc(F)cc2)s1	105	103	102	-1	4	104	17	-2.8	103	.	105
Cc1cccc(NC(=O)CN2CCN(CC(=O)Nc3cccc(C)c3)CC2)c1	102	106	103	1	13	104	8	0.4	102	.	97
CSc1ccccc1C(=O)Nc1cccc([N+](=O)[O-])c1C	98	99	96	1	-6	97	8	0.3	99	-7	103
O=S(=O)(c1cccc2nonc12)N1CCN(c2ccc(F)cc2)CC1	97	98	95	2	9	96	24	0.8	97	-12	95
O=C(NC1CCN(C(=O)N2c3ccccc3Sc3ccccc32)CC1)c1ccccc1F	100	101	98	57	1	97	13	8.4	98	-27	101
CC(=O)Nc1cccc(-c2csc(Nc3ccccn3)n2)c1	100	103	100	0	22	103	6	-0.2	103	.	102

Single records, from the list above. Order of values: HRas wt GTP bind | Rac1 wt modul | Rac1 mut GTP | ABCG2 block | Mcl1 Noxa PPI | Cdc42 wt | Avidin bead fluor | ABCB1 block | Rab2 wt GTP | Pf gamet viab | Rab7 wt modul
C=CCN1C(=O)/C(=C2\SC(N3CCOCC3)=NC2=O)c2cc(Br)ccc21 is entered as 92 | 92 | 94 | 9 | 7 | 89 | 23 | 2.5 | 92 | . | 93
CC(NC(=O)NC1CCCCC1)C(c1cccs1)N1CCN(c2ccccc2)CC1 (stereo not given) is entered as 102 | 108 | 98 | -1 | -7 | 102 | 8 | 0.1 | 104 | . | 100

Next section
SMILES	HRas wt GTP bind	Rac1 wt modul	Rac1 mut GTP	ABCG2 block	Mcl1 Noxa PPI	Cdc42 wt	Avidin bead fluor	ABCB1 block	Rab2 wt GTP	Pf gamet viab	Rab7 wt modul
CCc1nnc(NC(=O)c2ccc(Cl)c(S(=O)(=O)N3CCc4ccccc4C3)c2)s1	101	108	103	8	-36	102	11	0.0	101	-3	100
CC(OC(=O)c1nsc(Cl)c1Cl)C(=O)NCc1ccco1 (stereo not given)	102	101	98	1	-5	101	13	0.3	102	16	104
Nc1nc(SCC(=O)NCc2ccc3c(c2)OCO3)n[nH]1	96	99	95	-1	19	96	9	-0.3	98	-1	98
O=C(CCc1ccccc1)N1CCN(CCO)CC1	100	103	98	1	21	103	25	0.2	99	.	96
CCOC(=O)c1ccc(S(=O)(=O)NNC(=O)COc2ccc(C)cc2)cc1	100	101	98	0	-6	100	6	-0.1	98	13	100
CCc1ccc(C(=O)N/N=C/c2ccc(Cl)cc2Cl)nc1	98	102	98	51	33	101	13	1.1	97	.	97
COc1cc(CC(=O)N/N=C/c2ccccc2)c([N+](=O)[O-])cc1OC	101	104	100	12	3	103	14	2.5	100	.	103
CCC(c1nnc(SCCNCCO)n1CCN1CCOCC1)N(C)C (stereo not given)	102	107	101	1	27	102	6	0.2	101	.	100
O=C(Nc1cccc(S(=O)(=O)N2CCCCCC2)c1)c1ccc2ccccc2n1	95	99	96	59	23	97	9	3.7	92	-7	98
O=[N+]([O-])c1ccc(NCCCNS(=O)(=O)c2ccc(Cl)cc2)c(Cl)c1	98	97	93	5	8	95	11	0.6	96	21	96
O=C(CSc1nc(-c2ccccc2)cc(=O)[nH]1)N1CCc2ccccc21	100	102	98	40	-2	101	12	-0.3	98	.	98
O=S(=O)(c1ccc2c(c1)OCCO2)N1CCC(O)(c2ccc(Cl)cc2)CC1	97	97	94	2	6	96	15	0.5	97	2	97
CC(=O)c1ccc(-n2c(-c3cc(-c4ccsc4)n[nH]3)n[nH]c2=S)cc1	97	97	95	-4	41	94	7	-1.2	100	10	106
O=C(COC(=O)c1cccc(S(=O)(=O)N2CCc3ccccc32)c1)Nc1ccc(Cl)cn1	100	102	99	0	7	104	13	0.0	99	-9	102
CCc1nnc(NCn2nc(C)cc2C)s1	102	104	99	6	-5	99	38	0.9	100	.	99
O=C(CN1C(=O)COc2ccc(Cl)cc21)Nc1ccc2c(c1)OCCO2	90	88	91	4	.	94	11	0.9	90	.	92
COc1cccc(C(=O)O/N=C2\CCS(=O)(=O)c3sccc32)c1	99	101	99	-2	-7	97	8	-0.9	102	-5	97
Cc1nn(Cc2ccccc2Cl)c(C)c1C(=O)NCc1ccco1	100	104	97	2	5	98	14	-0.1	101	.	103
COc1ccccc1CN(CC(=O)NCc1ccc2c(c1)OCO2)C(=O)c1ccc2c(c1)OCCO2	98	102	98	2	-2	96	5	1.9	99	6	101
Cc1cc(NC(=O)Cn2nc(C(F)(F)F)c3c2CCC3)n(-c2ccccc2)n1	98	102	99	0	7	98	0	0.4	97	.	97
CCCCC(=O)Nc1ccc2c(c1)OCCO2	105	110	100	2	3	105	10	0.2	103	-8	106
C(=C\c1ccccc1)/CN1CCN(Cc2ccc3c(c2)OCCO3)CC1	99	95	96	2	35	97	27	1.0	99	.	97
O=C(c1ccc([N+](=O)[O-])c(CS(=O)(=O)c2ccc(Cl)cc2)c1)N1CCCC1	91	93	92	2	6	91	13	0.3	92	9	98
CN(C)CCCNC(=S)NCCNc1nc2cc3c(cc2cc1C#N)OCO3	98	97	98	0	16	95	27	-0.2	97	12	104
Cc1oc(C)c(C(N)=O)c1C(N)=O	98	99	99	0	15	97	1	-0.1	99	-2	95

Six entries out of the list above, arranged by their value in Cdc42 wt, low to high:
SMILES	Cdc42 wt
CC(=O)c1ccc(-n2c(-c3cc(-c4ccsc4)n[nH]3)n[nH]c2=S)cc1	94
Nc1nc(SCC(=O)NCc2ccc3c(c2)OCO3)n[nH]1	96
CCOC(=O)c1ccc(S(=O)(=O)NNC(=O)COc2ccc(C)cc2)cc1	100
O=C(CSc1nc(-c2ccccc2)cc(=O)[nH]1)N1CCc2ccccc21	101
CCC(c1nnc(SCCNCCO)n1CCN1CCOCC1)N(C)C (stereo not given)	102
CCCCC(=O)Nc1ccc2c(c1)OCCO2	105

Other records follow.
SMILES	HRas wt GTP bind	Rac1 wt modul	Rac1 mut GTP	ABCG2 block	Mcl1 Noxa PPI	Cdc42 wt	Avidin bead fluor	ABCB1 block	Rab2 wt GTP	Pf gamet viab	Rab7 wt modul
Cc1ccn2cc(CCNC(=O)c3ccc(Br)o3)nc2c1	99	103	97	1	42	99	6	0.6	97	.	97
COC(=O)c1cccn(CC(=O)c2ccc(Cl)cc2Cl)c1=O	96	98	94	1	8	96	10	0.2	97	-28	100
Cc1cccc(N/C=C/c2onc(C)c2[N+](=O)[O-])c1	98	98	93	4	1	98	14	-0.1	96	.	97
CC(=O)c1ccc(Nc2c(C)n(C)n(-c3ccccc3)c2=O)cc1	99	103	98	0	-4	100	11	-0.4	99	.	101
O=S(=O)(/C=C/c1ccccc1)Nc1ccc(F)cc1	99	100	96	1	8	96	11	0.0	98	.	105
COc1ccc(/C=C/C(=O)NC(C)CCc2ccccc2)cc1 (stereo not given)	97	103	99	14	9	100	4	1.7	100	-31	103

Just Pf gamet viab and Rab7 wt modul, for six of the compounds above:
smiles,Pf gamet viab,Rab7 wt modul
Cc1ccn2cc(CCNC(=O)c3ccc(Br)o3)nc2c1,.,97
COC(=O)c1cccn(CC(=O)c2ccc(Cl)cc2Cl)c1=O,-28,100
Cc1cccc(N/C=C/c2onc(C)c2[N+](=O)[O-])c1,.,97
CC(=O)c1ccc(Nc2c(C)n(C)n(-c3ccccc3)c2=O)cc1,.,101
O=S(=O)(/C=C/c1ccccc1)Nc1ccc(F)cc1,.,105
COc1ccc(/C=C/C(=O)NC(C)CCc2ccccc2)cc1 (stereo not given),-31,103
